# IL2 activator: activates IL-2 in a cell-based reporter assay; AID 652025; 360,000 tested, 0.065% active; activation, % (series mostly up to about 46 µM); IL-2 activation reporter assay, cell-based qHTS; stimulated with anti-CD3/CD4/CD28 beads; in transgenic mouse T cells; in the data active = activation above about 50%; inconclusive = mostly about 30% to 49%; note: 0% is about no effect
#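 First, unstimulated transgenic mouse T cells were exposed to compound for 60 min. Next, anti-CD3/anti-CD4-coated beads with anti-CD28 were added. Finally, after 18 h at 37 degrees C, EGFP and DsRed were imaged.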
# FUS suppressor: suppressors of FUS proteinopathy in yeast; 390,000 tested, 0.24% active; S. cerevisiae FUS-expressing, growth rescue, OD600, 24 h; Potency, µM (titrated, usually from 76.6 µM), for inactives: top-dose growth rescue (activation), usual class: activators; AID 1347120;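 note: potency is the fitted concentration of half-maximal effect; plate controls were DMSO vehicle for no effect and reference control for full effect; nearly all actives have a fitted effect of over 55% in size; some results filed as inactive show a strong effect at the top dose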
#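 Yeast FUS proteinopathy model; galactose-induced FUS (2%), starting OD 0.005. Cpds in dilution series, 24hr, 30C, 99% humidity. Abs 600 nm growth. Pos ctrl CP55940 (top 92uM final); neg ctrl DMSO.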
# Abeta yeast res: A-beta toxicity reversal in yeast | Potency, µM (doses to about 46.1 µM), without a hit: at the highest dose growth rescue, usual class: activators | 410,000 tested, 0.063% active | yeast expressing A-beta42, growth rescue, OD600, 48 h; response scale: 0% DMSO, 100% iron-clioquinol control; note: potency is the fitted concentration of half-maximal effect; nearly all actives have a fitted effect of over 55% in size
#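 Growth rescue measured by 600 nm absorbance after 48 h yeast culture at 30 C with compound. Values normalized between DMSO and an equimolar ferric chloride plus clioquinol control.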
# EPAC1 antagonist: antagonists of human EPAC1 | O95398 | EPAC1 GEF assay, Rap1b-BODIPY-GDP exchange fluorescence | 360,000 tested, 0.14% active | Potency, µM (series often up to 115 µM), without a hit: at the highest dose activity change, negative = inhibition, hits mostly inhibitors;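 note: potency is the fitted concentration of half-maximal effect; plate controls were vehicle for no effect and positive control for full effect; nearly all actives have a fitted effect of over 50% in size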
# PI5P4Ka inh: inhibitors of human PI5P4K alpha; AID 652105; 330,000 tested, 1.2% active; max response, %; PI5P4Kalpha enzyme, ADP-Glo luminescence, 60 min; stronger effect = lower value; P48426; active = max response of -50% or lower; inconclusive = between -30% and -50%; inactive = -30% or higher; note: value at the top dose of about 77 µM; % is set by controls: 0 for no effect and ±100 for the full control effect
#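 Human PI5P4Kalpha with substrate in 0.038 M HEPES pH 7.4, 0.28 mM EGTA, 0.1% CHAPS, 5% DMSO; reaction started with 5 microM ATP (final), 60 min at room temperature. ADP formed read by ADP-Glo luminescence.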
# aSyn yeast inh: alpha-synuclein toxicity inhibition in yeast. Potency, µM (doses to about 46.1 µM), for the others: top-dose growth rescue (activation), hits mostly activators. Yeast expressing alpha-synuclein, growth rescue, BacTiter-Glo, 24 h. 370,000 tested, 0.14% active; note: potency is the fitted concentration of half-maximal effect; % of control where 0% means no effect; nearly all actives have a fitted effect of over 65% in size
#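 Screening used galactose-induced yeast with toxic alpha-synuclein levels, exposed to compound for 24 hr at 30 deg C. Cell growth, read with BacTiter-Glo luminescence, gave the measured signal.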
# EPAC1 agonist: EPAC1 (human) agonism; 360,000 tested, 0.073% active; EPAC1 agonist qHTS, biochemical assay; response scale: 100% = response to 6.5 mM cAMP; O95398; Potency, µM (top dose mostly 154 µM), inactives show top-dose activation, most hits filed as activators; AID 720707; note: potency is the fitted concentration of half-maximal effect; nearly all actives have a fitted effect of over 60% in size
#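 Fluorescent GDP-exchange assay: 100 nM EPAC1 with 250 nM Rap1B preloaded with BODIPY-GDP and 50 uM GDP; compounds tested as concentration series, 5 min at room temperature, then read every 5 min for 30 min (ex 480/em 540 nm); normalized to 6.5 mM cAMP.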
# WRN helicase inh: WRN helicase (human) inhibition; WRN helicase unwinding, fluorescent forked duplex, kinetic; Potency, µM (titrated, usually from 114 µM), inactives show at the highest dose activity change, negative = inhibition, hits mostly inhibitors; 360,000 tested, 0.46% active; AID 651768; note: potency is the fitted concentration of half-maximal effect; % is set by controls: 0 for no effect and ±100 for the full control effect; nearly all actives have a fitted effect of over 55% in size
# Target sequence (Q14191 whole entry, looked up): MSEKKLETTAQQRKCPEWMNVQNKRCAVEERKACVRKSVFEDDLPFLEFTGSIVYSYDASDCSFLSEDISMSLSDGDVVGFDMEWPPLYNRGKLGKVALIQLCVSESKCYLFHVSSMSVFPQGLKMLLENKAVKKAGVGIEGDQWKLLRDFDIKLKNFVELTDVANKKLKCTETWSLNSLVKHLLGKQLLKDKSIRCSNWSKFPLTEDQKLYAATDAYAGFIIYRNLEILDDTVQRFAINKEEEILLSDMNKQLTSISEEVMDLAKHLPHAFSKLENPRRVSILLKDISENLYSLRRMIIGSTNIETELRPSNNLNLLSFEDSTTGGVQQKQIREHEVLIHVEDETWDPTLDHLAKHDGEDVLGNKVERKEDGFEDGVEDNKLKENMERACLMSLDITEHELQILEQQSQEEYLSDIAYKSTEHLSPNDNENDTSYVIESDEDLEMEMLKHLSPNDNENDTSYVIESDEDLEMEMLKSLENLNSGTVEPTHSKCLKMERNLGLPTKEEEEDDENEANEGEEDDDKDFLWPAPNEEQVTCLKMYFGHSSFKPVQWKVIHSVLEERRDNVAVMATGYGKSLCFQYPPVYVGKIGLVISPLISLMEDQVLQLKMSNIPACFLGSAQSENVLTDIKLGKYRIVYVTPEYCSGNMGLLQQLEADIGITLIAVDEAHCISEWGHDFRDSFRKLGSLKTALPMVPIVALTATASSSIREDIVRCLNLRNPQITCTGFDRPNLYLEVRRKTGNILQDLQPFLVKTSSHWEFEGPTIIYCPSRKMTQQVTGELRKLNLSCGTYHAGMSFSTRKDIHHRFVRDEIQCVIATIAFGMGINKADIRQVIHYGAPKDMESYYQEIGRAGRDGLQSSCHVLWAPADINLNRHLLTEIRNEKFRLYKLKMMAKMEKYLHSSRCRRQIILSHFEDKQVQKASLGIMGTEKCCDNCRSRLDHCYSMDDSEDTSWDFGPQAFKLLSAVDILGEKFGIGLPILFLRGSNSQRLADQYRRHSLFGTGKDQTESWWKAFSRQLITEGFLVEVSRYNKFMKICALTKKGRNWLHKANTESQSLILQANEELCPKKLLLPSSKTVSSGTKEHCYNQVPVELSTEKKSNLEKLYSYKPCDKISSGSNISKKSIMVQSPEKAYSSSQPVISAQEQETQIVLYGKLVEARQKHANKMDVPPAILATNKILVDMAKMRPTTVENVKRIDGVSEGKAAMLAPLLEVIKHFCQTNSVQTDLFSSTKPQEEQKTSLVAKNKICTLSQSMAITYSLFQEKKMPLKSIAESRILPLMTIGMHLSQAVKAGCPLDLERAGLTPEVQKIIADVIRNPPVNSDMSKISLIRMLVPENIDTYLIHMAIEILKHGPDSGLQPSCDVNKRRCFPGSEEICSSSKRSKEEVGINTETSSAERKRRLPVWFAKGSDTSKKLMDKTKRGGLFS
#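 Kinetic fluorescence helicase assay: unwinding of a quenched forked DNA duplex (100 nM final) with 2 mM ATP final raises red fluorescence (525/598 nm). Compounds sat 15 min at room temperature with 20 nM WRN beforehand.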
# PLK1 PBD inh: blocks phosphopeptide binding to human PLK1 polo-box domain. Plk1 PBD binding of FITC phosphopeptide, fluorescence polarization. Potency, µM, for the others: max response, negative = inhibition, actives largely listed as inhibitors. 360,000 tested, 2.8% active. AID 720504; note: potency is the fitted concentration of half-maximal effect; series mostly up to about 57 µM; % is set by controls: 0 for no effect and ±100 for the full control effect; nearly all actives have a fitted effect of over 65% in size
# An asterisk follows results filed as active; u = inconclusive; x = not tested or not shown; & = joins results of further samples; [ ] = remark or other dose. Unless noted, calls come from the whole dose curve; as a rule, active = well fitted curve in the direction sought with a large enough effect; inconclusive = small, poorly fitted or top-dose-only effect, or another doubt; inactive = no such curve, though single readings can be large; an effect the other way counts as inactive or inconclusive.
SMILES,IL2 activator,FUS suppressor,Abeta yeast res,EPAC1 antagonist,PI5P4Ka inh,aSyn yeast inh,EPAC1 agonist,WRN helicase inh,PLK1 PBD inh
CCOC(=O)C1=CN(Cc2cccc(Br)c2)S(=O)(=O)N(C)C1C (stereo unspecified),-0.9,12%,12%,-7%,9,17%,5%,-4%,-3%
CCCCCC(=O)N1C[C@@H](O)[C@H](n2cc(C3CC3)nn2)C[C@@H]1c1ccccc1,-1.7,6%,-2%,-5%,1,-7%,-5%,-1%,-5%
N/C(=N\OC(=O)c1ccccc1F)c1cccc([N+](=O)[O-])c1,-1.2,-35%,-9%,-13%,2,-23%,0%,-7%,-6%
COC(=O)c1ccc(NC(=O)CCS(=O)(=O)c2ccc3c(c2)NC(=O)C(C)S3)cc1 (stereo unspecified),-2.2,18%,15%,-11%,-24,3%,-12%,-1%,6µM*
CC1(c2nnc(Cc3ccccc3)o2)CC(c2c(Cl)cccc2Cl)=NO1 (stereo unspecified),0.3,19%,2%,-14%,-4,-6%,4%,9%,5%
O=C(COC(=O)c1ccccn1)Nc1ccc2c(c1)OCCO2,3.0,x,9%,9%,1,-2%,2%,-1%,3%
C[N+]1(CC#CC(O)(c2ccccc2)c2ccccc2)CCCC1,-3.2,-7%,7%,-5%,-8,-12%,5%,6%,-11%
CCOc1ccccc1-c1nnc(CS(=O)(=O)c2ccccc2)o1,1.9,-25%,-1%,-9%,0,5%,-2%,-3%[57.1 µM],-13%
CC(OC(=O)c1cccnc1Cl)C(=O)NC1CCCCC1 (stereo unspecified),0.2,1%,-12%,7%,-5,1%,2%,-7%,2%
CCNC(=O)c1cc(Br)ccc1Cl,-0.2,u,-12%,-3%,x,-2%,0%,3%,-13%
COc1ccc(C(=O)N/N=C/c2c(CO)cnc(C)c2O)cc1,-0.3,8%,-27%,u,-12,-9%,-1%,2%,-13%
Cc1cccc(N(C)C(=O)c2cc(S(=O)(=O)N3CCCC3)cn2C)c1,-0.4,12%&-10%,11%&22%,3%,-8,1%,-4%,-1%,0%
COC(=O)c1[nH]c2ccc(F)cc2c1NC(=O)C1=COCCO1,0.9,0%,-6%,10%,8,-16%,-8%,-13%,-9%
CC(C)(C)c1ccc(NC(=O)CN2C(=O)NC(C)(C3CC3)C2=O)cc1 (stereo unspecified),-0.3,x,5%,-11%,3,0%,5%,-1%,-1%
CCOc1ccccc1NC(=S)NCCc1ccc(F)cc1,3.7,-4%,u,-21%,4,-24%,-3%,-9%,1%
CC(C)(O)CN(C(=O)c1ccc([N+](=O)[O-])cc1)C1CCCC1,-3.6,x,6%,5%,16,7%,3%,-2%,0%
O=[N+]([O-])c1ccc(Cl)c(S(=O)(=O)NCC2CCCO2)c1 (stereo unspecified),-0.5,-2%,-8%,1%,-3,1%,-9%,6%,1%
Cn1c2ccc(CC(=O)O)cc2c2cc(CC(=O)O)ccc21,1.2,18%,20%,4%,x,5%,-1%,-15%,-11%
CCOC(=O)c1cc(C)n(CCCN2CCOCC2)c1C,3.0,5%,3%,3%,-8,-3%,1%,17%,-12%
Cc1cc(C)c(OCCNCc2ccccc2)c(C)c1,2.8,-10%,24%,-16%,-7,0%,5%,1%,-23%
C#CCOCCOCCOCCNc1nc(N2CCN(C(=O)[C@H](CCC(=O)O)n3cc(C(N)[C@H](C)CC)nn3)CC2)nc(N2CCN(C(=O)[C@H](Cc3ccc(O)cc3)n3cc(C(N)[C@H](C)CC)nn3)CC2)n1 (stereo partly specified),-0.1,9%,-10%,-2%,-9,2%,-15%,-4%,-14%
Cc1ccc(C)c(NC(=O)c2nc(-c3ccccc3)n(-c3ccccc3)n2)c1,-1.0,u,-8%,-11%,x,-17%,8%,-18%,-3%
O=[N+]([O-])c1cccc(C2NCC(c3ccccc3Cl)c3c2[nH]c2ccccc32)c1 (stereo unspecified),-0.4,33%,-16%,u,2,0%,4%,2%,-1%
CCn1c(SCC(=O)N2CCCC2)nnc1-c1ccc(S(=O)(=O)N2CCCCCC2)cc1,-0.2,22%,29%,3%,x,2%,2%,4%,-3%
CC(C)C(NC(=O)C1(NC(=O)OCc2ccccc2)CCCC1)C(=O)O (stereo unspecified),0.4,5%,-2%,2%,-6,-3%,5%,-23%,-4%
Cc1ccc(NC(=O)CSc2nc3[nH]ncc3c(=O)[nH]2)c(C)c1,-3.9,5%,0%,-16%,-8,-11%,12%,-2%,-6%
Cc1cccc(C(=O)Nc2ccc3c(c2)C(=O)NC3=O)c1,1.3,-14%,-14%,4%,0,2%,6%,-9%,-3%
COc1ccc(C(=O)NC(=S)NCc2cccnc2)cc1[N+](=O)[O-],-0.8,-9%,-12%,-2%,-5,-6%,10%,-3%,-9%
COc1ccc(Br)cc1C(=O)N/N=C/c1cccnc1,-0.7,-8%,5%,-23%,4,1%,6%,5%,-3%
Cc1ccc(NC(=O)C2C3CCC(O3)C2C(=O)O)c(Br)c1 (stereo unspecified),-3.7,-20%,-7%,-6%,5,0%,2%,-2%,0%

# A portion taken from the entries so far, for reference:
SMILES,IL2 activator,FUS suppressor,Abeta yeast res,EPAC1 antagonist,PI5P4Ka inh,aSyn yeast inh,EPAC1 agonist,WRN helicase inh,PLK1 PBD inh
CC(C)(O)CN(C(=O)c1ccc([N+](=O)[O-])cc1)C1CCCC1,-3.6,x,6%,5%,16,7%,3%,-2%,0%
O=[N+]([O-])c1ccc(Cl)c(S(=O)(=O)NCC2CCCO2)c1 (stereo unspecified),-0.5,-2%,-8%,1%,-3,1%,-9%,6%,1%
Cn1c2ccc(CC(=O)O)cc2c2cc(CC(=O)O)ccc21,1.2,18%,20%,4%,x,5%,-1%,-15%,-11%
CCOC(=O)c1cc(C)n(CCCN2CCOCC2)c1C,3.0,5%,3%,3%,-8,-3%,1%,17%,-12%

# Remaining list, next part:
SMILES,IL2 activator,FUS suppressor,Abeta yeast res,EPAC1 antagonist,PI5P4Ka inh,aSyn yeast inh,EPAC1 agonist,WRN helicase inh,PLK1 PBD inh
O=C(COc1ccc(Cl)cc1)NCCN1CCCC1,-1.0,-15%,-3%,12%,-2,-9%,23%,-1%,-3%
CN(NC(=O)c1ccc(Cl)cc1)c1cccc(Cl)n1,-0.9,-5%,u,-11%,x,-2%,3%,-13%,-2%
CCOC(=O)C(NC(=O)c1ccccc1)=C1CCCCC1,-2.0,-3%,11%,-1%,3,0%,1%,-7%[57.1 µM],-22%
Cc1ccccc1NC(=O)CC(C)S(=O)(=O)c1ccc2c(c1)NC(=O)CO2 (stereo unspecified),-0.5,-10%,5%,-27%,4,0%,9%,-5%,-5%
O=C(c1cc(COc2ccc(F)c(F)c2)on1)N1CCN(C2CCCCC2)C(=O)C1,0.0,34%,x,-20%,2,4%,-5%,-3%,0%
Cn1c(=O)c2cc(S(=O)(=O)NC(C(=O)Nc3cccnc3)c3ccccc3)ccc2n(C)c1=O (stereo unspecified),-1.4,-14%,-11%,2%,-16,-10%,2%,-3%,u
COc1ccccc1Nc1cc(C(=O)NCc2cccnc2)c2ccccc2n1,-0.1,31%,25%,-14%,0,1%,10%,27%,-5%
Cc1cc(N2C(=O)c3ccc(C(=O)NCc4ccccc4)cc3C2=O)no1,0.3,17%,-2%,4%,x,0%,4%,-3%,-17%
CCC(=O)Nc1cccc(-c2cn3cccc(C)c3n2)c1,1.2,-4%,0%,u,2,-5%,3%,-2%,-9%
CSCCC(NC(=O)c1ccccc1Cl)C(=O)N1CCC1 (stereo unspecified),-3.2,6%,-3%,23%,5,0%,4%,17%,-7%
COc1ccc(C(=O)Cc2nnc(C)s2)c(OC)c1,0.0,x,-3%,19%,-1,6%,2%,-1%,0%
Cc1ccc(Nc2nc(N)c([N+](=O)[O-])c(NCCO)n2)cc1,0.1,-20%,2%,-17%,u,11%,-4%,-12%,-4%
CC(C)Cc1nc(SCc2cccnc2)c2c(=O)n(C)c(=O)n(C)c2n1,-2.7,15%,-26%,4%,-13,26%,2%,-8%,-15%
COc1ccccc1CNC(=O)Cn1cccc1C(=O)c1ccccc1,-0.1,-12%,18%,0%,1,0%,8%,8%,-18%
Nc1nnnn1/N=C/c1cc(Cl)ccc1O,0.2,-23%,-10%,-20%,-4,0%,3%,-8%,u
C1=C(c2cccc3ccccc23)N2CCN=C2S1,-3.2,-26%,0%,-9%,-6,-1%,10%,7%,-14%
COc1cccc(N2C(=O)c3cccnc3C2O)c1 (stereo unspecified),0.0,35%,0%,3%,-9,1%,2%,11%,-10%
Cc1ccc(C(=O)N2CC(=O)Nc3ccccc32)o1,1.3,12%,3%,u,1,-13%,-8%,-25%[57.1 µM],4%
O=C(N/N=C/c1ccco1)C1CC1c1ccccc1 (stereo unspecified),-2.1,32%,-4%,-25%,-50*,-7%,3%,-32%,-21%
CCOc1ccc(NC(=O)C2CCN(c3nnnn3-c3ccccc3)CC2)cc1,-1.0,25%,5%,-11%,x,10%,4%,-3%,4%
COc1cc(OC)cc(OCC(O)Cn2cnc3cc(C)c(C)cc32)c1 (stereo unspecified),-1.7,-7%,3%,-9%,0,1%,-5%,-7%,5%
Cn1c(SCC(=O)N2CC(=O)Nc3ccccc32)nc2ccccc2c1=O,0.1,32%,7%,20%,-6,5%[1.84 µM],4%,2%,-15%
COc1ccccc1-n1cnnc1SCC(=O)N1CCOCC1,1.0,5%,12%,11%,2,-4%,8%,12%,-14%
COc1ccc(OC)c(S(=O)(=O)N/N=C(/C)c2c[nH]c3ccccc23)c1,2.4,8%,17%,-24%,-9,-3%,-18%,-2%,0%
O=C(Nc1ccc(S(=O)(=O)Nc2nccs2)cc1)c1ccc(F)c(S(=O)(=O)N2CCOCC2)c1,-0.5,3%,-7%,5%,-16,0%,10%,-8%,8%
Cc1ccc(C(=O)NCCNC(=O)COc2ccc(Cl)cc2)cn1,0.4,1%,-9%,u,-4,2%,6%,-22%,1%
